Screens deposited in PubChem by National Center for Advancing Translational Sciences (NCATS).
PGK inhibitor – inhibitors of T. brucei phosphoglycerate kinase. PGK/GAPDH coupled, Kinase-Glo luminescence, 60 min. Potency, µM (series often up to 57.5 µM), for inactives: at the highest dose activity change, negative = inhibition, hits mostly inhibitors. actives 0.043% (n = 380,000). P07378; further: potency means the concentration at half of the fitted maximal effect; on the % scale 0 is the no-effect control and ±100 the full control effect; nearly all actives have a fitted effect of over 60% in size
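Recombinant glycosomal PGK reaction used 1,3-bisphosphoglycerate generated in-well by GAPDH (100nM final) in 100mM TEA pH 7.6, 5mM MgCl2, 0.01% Tween-20. After 60 minutes at room temperature, ATP was read by Kinase-Glo Plus luminescence end-point.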
POLB inh – blocks human DNA polymerase beta activity. P06746. Pol beta primer extension/strand displacement, fluorescence kinetic. Potency, µM (highest dose often 114 µM), without a hit: top-dose activity change, negative = inhibition, hits mostly inhibitors. actives 1.3% (n = 340,000); further: potency means the concentration at half of the fitted maximal effect; on the % scale 0 is the no-effect control and ±100 the full control effect
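Pol beta (10 nM) was preincubated with compound for 15 min at room temperature. The reaction was then started with 50 nM substrate and read immediately and after a further 10 min at room temperature.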
APE1 inh – blocks human APE1 abasic DNA cleavage; P27695; recombinant APE1, TAMRA/BHQ-2 abasic DNA cleavage fluorescence; Potency, µM (highest dose often 65.8 µM), inactives show at the highest dose activity change, negative = inhibition, actives largely listed as inhibitors; actives 0.35% (n = 350,000); AID 2517;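 further: potency means the concentration at half of the fitted maximal effect; plate controls were vehicle for no effect and reference inhibitor for full effect; nearly all actives have a fitted effect of over 55% in size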
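Activity was derived from the fluorescence gain between first and third kinetic reads (60 s intervals, ex 525/em 598 nm) after 50 nM THF-abasic TAMRA/BHQ-2 duplex was added to 0.75 nM APE1 preincubated 15 min with compound.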
POLK inh – DNA polymerase kappa (human) inhibition; Q9UBT6; purified Pol kappa, fluorescent DNA synthesis assay, 10 min; Potency, µM (highest dose often 107 µM), for the others: at the top dose activity, negative = inhibition, hits mostly inhibitors; actives 0.53% (n = 400,000); further: potency means the concentration at half of the fitted maximal effect; on the % scale 0 is the no-effect control and ±100 the full control effect
Target sequence (Q9UBT6 whole entry, looked up): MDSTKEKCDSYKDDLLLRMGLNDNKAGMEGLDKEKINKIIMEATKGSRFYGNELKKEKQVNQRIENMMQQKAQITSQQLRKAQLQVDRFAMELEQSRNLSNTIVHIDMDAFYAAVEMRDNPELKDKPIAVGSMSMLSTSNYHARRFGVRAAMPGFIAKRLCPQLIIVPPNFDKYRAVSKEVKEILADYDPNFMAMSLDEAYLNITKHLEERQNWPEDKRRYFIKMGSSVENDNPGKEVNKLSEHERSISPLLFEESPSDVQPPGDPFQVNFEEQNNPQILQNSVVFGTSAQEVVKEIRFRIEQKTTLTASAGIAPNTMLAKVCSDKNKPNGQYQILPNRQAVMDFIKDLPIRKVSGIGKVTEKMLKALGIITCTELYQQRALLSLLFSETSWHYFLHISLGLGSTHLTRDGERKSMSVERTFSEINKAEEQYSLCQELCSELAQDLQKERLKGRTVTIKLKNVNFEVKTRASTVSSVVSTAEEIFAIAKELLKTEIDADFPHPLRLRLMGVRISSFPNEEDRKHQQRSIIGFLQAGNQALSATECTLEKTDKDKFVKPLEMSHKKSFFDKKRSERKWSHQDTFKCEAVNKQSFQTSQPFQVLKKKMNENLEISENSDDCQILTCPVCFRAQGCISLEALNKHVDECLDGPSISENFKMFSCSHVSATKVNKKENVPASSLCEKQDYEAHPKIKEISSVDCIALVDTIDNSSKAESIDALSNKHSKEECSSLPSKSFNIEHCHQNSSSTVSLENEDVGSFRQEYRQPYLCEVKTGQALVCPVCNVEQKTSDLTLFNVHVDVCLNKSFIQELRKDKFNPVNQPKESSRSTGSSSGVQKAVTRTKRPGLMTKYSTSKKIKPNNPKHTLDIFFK
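10 nM Pol kappa preincubated 15 min at room temperature with compounds, then reaction started with substrate at 50 nM final. Fluorescence read kinetically at 0 and 10 min; buffer-only wells served as negative control.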
POLI inh – blocks human DNA polymerase iota activity | Q9UNA4 | Pol iota fluorescent replication assay, 10 min | Potency, µM (series often up to 115 µM), without a hit: top-dose activity, negative = inhibition, actives largely listed as inhibitors | actives 1% (n = 390,000) | AID 588590; further: potency means the concentration at half of the fitted maximal effect
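Pol iota at 10 nM preincubated 15 min with compounds at room temperature; reaction started with fluorescent substrate, 50 nM final. Fluorescence read kinetically at 0 and 10 min; buffer-only wells as negative control.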
Pol eta inh – inhibitors of human DNA polymerase eta. actives 1.2% (n = 390,000). Potency, µM (top dose mostly 114 µM), for the others: top-dose activity change, negative = inhibition, most hits filed as inhibitors. Q9Y253. recombinant Pol eta, fluorescent DNA replication assay; further: potency means the concentration at half of the fitted maximal effect; on the % scale 0 is the no-effect control and ±100 the full control effect
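Pol eta (10 nM) was preincubated with compounds for 15 min at room temperature, after which fluorescent replication substrate (50 nM final) was added to start the reaction. Fluorescence was read kinetically at 0 and 10 min.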
BLM inh – inhibitors of human Bloom syndrome helicase BLM; P54132; recombinant BLM DNA unwinding, fluorescence dequenching; Potency, µM (titrated, usually from 56.1 µM), without a hit: at the highest dose activity change, negative = inhibition, usual class: inhibitors; actives 0.2% (n = 350,000); AID 2528;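 further: potency means the concentration at half of the fitted maximal effect; plate controls were vehicle for no effect and no enzyme for full effect; nearly all actives have a fitted effect of over 35% in size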
Anesthetic bind – candidate novel general anesthetic via apoferritin binding; Potency, µM (series often up to 77.5 µM), for inactives: top-dose activity change, negative = displacement, hits mostly inhibitors; AID 485281; actives 0.074% (n = 350,000); apoferritin/1-aminoanthracene competitive binding, fluorescence; further: potency means the concentration at half of the fitted maximal effect; on the % scale 0 is the no-effect control and ±100 the full control effect; nearly all actives have a fitted effect of over 20% in size
Target sequence (P02791 2-175 limits assumed): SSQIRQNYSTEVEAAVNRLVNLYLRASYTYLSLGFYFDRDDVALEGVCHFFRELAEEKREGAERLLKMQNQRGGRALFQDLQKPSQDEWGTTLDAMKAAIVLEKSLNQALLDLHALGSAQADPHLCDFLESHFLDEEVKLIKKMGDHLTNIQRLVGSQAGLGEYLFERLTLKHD
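10 uM apoferritin + 50% sat. 1-AMA, PBS; cpd 10 min RT; Ex380/Em535 endpoint; normalized to free probe vs complex; 4-param Hill fit; propofol titration as pos. ctrl.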
RXFP1 antagonist – antagonists of human relaxin receptor RXFP1 | Q9HBX9 | HEK293-RXFP1, relaxin-stimulated cAMP HTRF, 30 min; stronger effect = lower value | activity change, negative = inhibition, % at 57.5 µM | actives 0.59% (n = 350,000) | AID 1259400;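 active means activity change of -60% or lower, but not beyond a set lower limit; inconclusive means change between -60% and -40%, or beyond the set limit; inactive means change above -40%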; further: on the % scale 0 is the no-effect control and ±100 the full control effect
The depositor's hits bear a star; i = inactive; ? = inconclusive; . = not tested or not shown; [ ] = dose if it differs, or a comment. Unless noted, the call rests on the fitted dose curve; in most records, active means well fitted curve in the direction sought with a large enough effect; inconclusive means small, poorly fitted or top-dose-only effect, or another doubt; inactive means no such curve, though single readings can be large; an effect the other way counts as inactive or inconclusive.

Preview (ten entries):
SMILES | PGK inhibitor | POLB inh | APE1 inh | POLK inh | POLI inh | Pol eta inh | BLM inh | Anesthetic bind | RXFP1 antagonist
O=C(Cn1cc(COc2ccccc2[N+](=O)[O-])nn1)c1ccc(O)cc1 | -7% | . | . | 5% | 34% | -16% | . | . | .
O=C(COc1ccc(C(=O)c2ccc(F)cc2)cc1)NCc1ccc(F)cc1 | -3% | 1% | 8% | -8% | 30% | -20% | 5% | -17% | -6
CN(Cc1ccccc1)C(=O)COC(=O)C12CC3CC(CC(Br)(C3)C1)C2 | -4% | . | -18% | -9% | -16% | -15% | . | . | -17
CC(=O)c1ccc(NS(=O)(=O)c2ccc3[nH]c(=O)[nH]c3c2)cc1 | -6% | 5% | . | -10%[60.1 µM] | 3% | 7% | 2% | 45%[activator] | 8
CCOc1ccc(NC(=O)CC2C(=O)N(c3cccc(C)c3)C(=O)N2CCC2=CCCCC2)cc1 (stereo not given) | 0% | 19% | . | -8% | ? | -16% | -11% | 87%[activator] | .
COc1ccc(CCNC(=O)CCN2C(=O)COc3ccccc32)cc1OC | -1% | -3% | -4% | -2% | 26% | -10% | 1% | -1% | -9
O=C(Nc1ccc(CN2CCOCC2)cc1)c1ccc2ccccc2c1 | 5% | 30% | -10% | -8% | 17% | -2% | 6% | -24% | -24
COc1ccc(C(=O)COC(=O)CN2CC(=O)Oc3ccccc32)cc1Br | 1% | ? | -3% | -7% | 25µM* | -10% | 0% | 8% | -1
O=C(CN1CCN(S(=O)(=O)c2ccc(F)c(Cl)c2)CC1)N1CCc2ccccc21 | -1% | . | 6% | -5% | 33%[activator] | ? | . | . | -6
Cc1nonc1NC(=O)CSc1nc2cc(Cl)ccc2c2c1CCCC2 | i | -14% | -1% | -8% | -17%[58.9 µM] | 0% | -11% | -6% | 17

Results, repeating the preview:
SMILES | PGK inhibitor | POLB inh | APE1 inh | POLK inh | POLI inh | Pol eta inh | BLM inh | Anesthetic bind | RXFP1 antagonist
O=C(Cn1cc(COc2ccccc2[N+](=O)[O-])nn1)c1ccc(O)cc1 | -7% | . | . | 5% | 34% | -16% | . | . | .
O=C(COc1ccc(C(=O)c2ccc(F)cc2)cc1)NCc1ccc(F)cc1 | -3% | 1% | 8% | -8% | 30% | -20% | 5% | -17% | -6
CN(Cc1ccccc1)C(=O)COC(=O)C12CC3CC(CC(Br)(C3)C1)C2 | -4% | . | -18% | -9% | -16% | -15% | . | . | -17
CC(=O)c1ccc(NS(=O)(=O)c2ccc3[nH]c(=O)[nH]c3c2)cc1 | -6% | 5% | . | -10%[60.1 µM] | 3% | 7% | 2% | 45%[activator] | 8
CCOc1ccc(NC(=O)CC2C(=O)N(c3cccc(C)c3)C(=O)N2CCC2=CCCCC2)cc1 (stereo not given) | 0% | 19% | . | -8% | ? | -16% | -11% | 87%[activator] | .
COc1ccc(CCNC(=O)CCN2C(=O)COc3ccccc32)cc1OC | -1% | -3% | -4% | -2% | 26% | -10% | 1% | -1% | -9
O=C(Nc1ccc(CN2CCOCC2)cc1)c1ccc2ccccc2c1 | 5% | 30% | -10% | -8% | 17% | -2% | 6% | -24% | -24
COc1ccc(C(=O)COC(=O)CN2CC(=O)Oc3ccccc32)cc1Br | 1% | ? | -3% | -7% | 25µM* | -10% | 0% | 8% | -1
O=C(CN1CCN(S(=O)(=O)c2ccc(F)c(Cl)c2)CC1)N1CCc2ccccc21 | -1% | . | 6% | -5% | 33%[activator] | ? | . | . | -6
Cc1nonc1NC(=O)CSc1nc2cc(Cl)ccc2c2c1CCCC2 | i | -14% | -1% | -8% | -17%[58.9 µM] | 0% | -11% | -6% | 17
CCc1cccc(NC(=O)CSc2ncccc2C(=O)Oc2ccccc2Cl)c1 | 1% | -7% | . | 5% | 4% | -22% | 0% | ? | -4
C=C(C)CNC(=S)N/N=C/c1ccc(NC(C)=O)cc1 | 6% | 0% | 2% | -3% | 30% | -22% | -1% | -7% | -10
COc1cccc2c1ncc1c(-c3ccc(C)cc3)nn(-c3ccc(F)cc3)c12 | 5% | 36%[activator] | . | -13%[60.1 µM] | -1% | -6% | -4% | 13% | -2
CC(C)(C)NC(=O)C(c1ccc(Cl)cc1)N(CCO)C(=O)c1snc(C(N)=O)c1N (stereo not given) | 8% | 47%[activator] | -4% | 4% | 19% | -23% | -1% | -6% | 7
CCOC(=O)c1c(C)[nH]c(C)c1S(=O)(=O)N1CCCC(C(=O)NCc2ccc(Cl)cc2)C1 (stereo not given) | -3% | -3% | . | -22% | 26% | -17% | -2% | -7% | .
COc1ccccc1C(=O)NC1(C(F)(F)F)NC(=O)N(CCc2ccccc2)C1=O (stereo not given) | i | 4% | . | -9% | 79µM* | -8% | -5% | -13% | .
O=C(Nc1ccccc1N1CCOCC1)c1cc(Cl)c2c(c1)OCO2 | 3% | . | 45% | -13% | 8% | -7% | . | . | -2
FC(F)(F)c1ccc2c(c1)ncc1c(-c3ccccc3)nn(-c3ccccc3)c12 | -4% | 0% | . | 0% | ? | -2% | 0% | 0% | .
COc1ccc(Cl)cc1N/C(N)=N/c1nc(C)cc(C)n1 | -5% | 2% | 6% | -1% | -5% | -14% | 40%[activator] | -9% | -3
C=C1/C(=C\C=C2\CCCC3(C)C2CCC3C(C)/C=C/C(O)C2CC2)CC(O)CC1O (stereo not given) | . | . | -1% | 1%[60.1 µM] | . | . | -16% | -17% | .
COc1cc(NS(=O)(=O)c2ccc(NC(=S)NC(=O)COc3ccccc3OC)cc2)nc(OC)n1 | 9% | ? | -4% | -2% | 15% | 1% | -4% | -16% | -1
COc1cccc(OC)c1C(=O)NNC(=O)c1ccccc1-n1cccc1 | -5% | 18% | 1% | 8% | -7% | -13% | -13% | -8% | 5
OCCCn1c(C2CCCN2c2nc(-c3ccc(F)cc3)cs2)nc2cc(C(F)(F)F)ccc21 (stereo not given) | -1% | . | . | 6% | -4% | -16% | . | . | .
OC(CCN1CCC2(CC1)OCCO2)C(F)(F)F (stereo not given) | -2% | 19% | 1% | 2% | 54%[activator] | 7% | 1% | 3% | 3
CCOC(=O)[C@H]1[C@H]2COc3ccc(Cl)cc3[C@@H]2N2C(=O)CN(CC3CCCO3)C(=O)[C@@]12C (stereo not given in full) | -3% | . | -37% | 5% | 8% | -16% | . | . | .
Cc1cc(C(=O)N2CCCC(C(=O)c3cc(F)ccc3F)C2)c(C)o1 (stereo not given) | 7% | 12% | -3% | -16% | 8% | 1% | -4% | -23% | 5
CCN(CC)S(=O)(=O)c1ccc2[nH]cc(C(=O)NCCc3ccc(OC)c(OC)c3)c(=O)c2c1 | -9% | ? | -3% | -3% | -19% | ? | -8% | -11% | -3
Cc1nc2ccc(NC(=O)NC(=O)c3c(Cl)cccc3Cl)cc2o1 | -2% | 8% | 2% | 4% | 29% | -10% | -2% | -4% | -6
O=C(c1ccc2c(c1)N(Cc1ccccc1F)C(=O)c1ccccc1S2(=O)=O)N1CCC(Cc2ccccc2)CC1 | 0% | 1% | . | -3% | 4% | -3% | 1% | 19% | .
Cc1c(Cl)cccc1NC(=S)NCC(C)C | 2% | 7% | -6% | -11% | 35%[activator] | 0% | 1% | 0% | 0
Cc1ccc2nc(-c3ccc(NC(=O)Cc4cccs4)cc3)[nH]c2c1 | 8% | 1% | 10% | -4% | ? | -3% | -12% | 3% | -21
COc1ccc(NC(=O)c2ccc3c(=O)n4nc(Nc5cccc(Cl)c5C)sc4nc3c2)cc1 | -8% | -45% | . | -13% | -14% | 6% | -17% | -4% | 0
COc1ccccc1-c1nc(SCC(=O)Nc2ccc(C)c(C)c2)n[nH]1 | i | -20% | . | 0% | -6% | -14% | -3% | -23% | -16
CN(C)N1C(N)=C(C#N)C(c2cccnc2)C2=C1CCCC2=O (stereo not given) | -2% | 1% | 1% | -5% | 208%[activator] | -11% | -8% | -1% | -4
CCn1nnc2c(=O)oc3ccccc3c21 | 7% | 30% | 1% | -9% | 71%[activator] | -3% | -5% | -5% | -40
CC1C=CC(C)C(C(=O)O)C1C(=O)O (stereo not given) | ? | 5.6µM* | ? | 40µM* | ? | 2.5µM* | -13% | 0% | 3
Cc1nnc(C)n1/N=C/c1ccc(C(=O)O)cc1 | -4% | 3% | 0% | -10% | 16% | -14% | -10% | ? | -3
COc1cc(C(=O)CSc2nnc(-c3ccc(O)cc3)n2CC2CCCO2)ccc1NC(C)=O (stereo not given) | . | 23% | -2% | -6% | 13% | -7% | 1% | -8% | -12
O=C(Nc1cccc(-c2cc3ccccc3oc2=O)c1)c1ccc(Br)o1 | 15% | 2% | -4% | -4% | ? | ? | -5% | -8% | -19
CC(OC(=O)c1nccnc1N)C(=O)Nc1ccc(S(=O)(=O)N2CCCC2)cc1 (stereo not given) | -5% | . | -1% | -14% | -3% | -6% | . | . | -8
N#Cc1ccc(OCC(=O)N2CCN(S(=O)(=O)c3cccc(Cl)c3)CC2)cc1 | 4% | . | -6% | -3% | 17% | -6% | . | . | -17
CCOC(=O)c1sc(NC(=O)CN2CCCC2)c(C(=O)OCC)c1C | 9% | 3% | 3% | -12% | 27% | -13% | -3% | -22% | 1
CC(=O)c1cccc(NC(=O)CSc2nc(=O)n(Cc3ccco3)c3c2CCC3)c1 | i | 3% | . | -6%[60.1 µM] | 22% | -18% | 4% | -4% | .
O=C(CCN1C(=O)[C@H]2CC=CC[C@H]2C1=O)NCc1nc(-c2ccccc2)no1 | -6% | -1% | -9% | -6% | ? | -8% | -2% | -5% | 19

An excerpt; count on the stated rates, not on these rows.
